# From PubChem BioAssay
# Mtb FBA inh: Mtb fructose-bisphosphate aldolase inhibition; actives 2.3% (n = 360,000); purified M. tuberculosis FBA, fluorescence read-out; P9WQA3; inhibition, % at 1 µM; in the data active means inhibition above about 27%;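 further: 0% = vehicle and 100% = reference inhibitor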
# UGM FP inh: inhibitors of M. tuberculosis UDP-galactopyranose mutase. purified UGM, fluorescence polarization probe displacement. AID 504406. P9WIQ1. inhibition, % at 10 µM. actives 0.06% (n = 320,000); in the data active means inhibition above about 10%, passing the limit was not always enough; inconclusive means no clear call, values can overlap the other calls
# Target sequence (P9WIQ1 whole entry, looked up): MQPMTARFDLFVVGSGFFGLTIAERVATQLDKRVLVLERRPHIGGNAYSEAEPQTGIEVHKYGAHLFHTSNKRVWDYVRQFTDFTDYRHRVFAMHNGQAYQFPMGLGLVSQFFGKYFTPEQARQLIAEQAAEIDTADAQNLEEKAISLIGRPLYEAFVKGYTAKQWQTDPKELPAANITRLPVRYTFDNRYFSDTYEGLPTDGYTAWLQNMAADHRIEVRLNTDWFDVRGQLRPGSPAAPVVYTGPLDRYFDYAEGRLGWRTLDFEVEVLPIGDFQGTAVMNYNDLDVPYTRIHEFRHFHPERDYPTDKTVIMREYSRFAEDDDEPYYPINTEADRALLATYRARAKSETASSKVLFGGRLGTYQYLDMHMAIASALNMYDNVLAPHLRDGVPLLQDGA
# GDH-TPI counter: counter-screen for M. tuberculosis FBA inhibitors: GDH-TPI coupled enzymes; GDH-TPI coupled enzyme counterscreen, NADH absorbance; inhibition, % at 4.8 µM; actives 1.2% (n = 360,000); in the data active means inhibition above about 30%;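 further: 0% = DMSO wells and 100% = wells lacking the enzyme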
# FadD28 FP inh: M. tuberculosis FadD28 bisubstrate binding inhibition; FadD28 bisubstrate probe binding, fluorescence polarization; inhibition, % at 12.5 µM; actives 0.22% (n = 360,000); in the data active means inhibition above about 8.5%, passing the limit was not always enough; inconclusive means no clear call, values can overlap the other calls
# Rv3671c protease: Rv3671c (M. tuberculosis) protease inhibition. P9WHR9. inhibition, % at 5.96 µM. actives 0.048% (n = 320,000); in the data active means inhibition above about 38%;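 further: extracellular domain of Rv3671c used as enzyme; 0% = enzyme with DMSO and 100% = no enzyme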
# Target sequence (P9WHR9 whole entry, looked up, the tested form may be a part): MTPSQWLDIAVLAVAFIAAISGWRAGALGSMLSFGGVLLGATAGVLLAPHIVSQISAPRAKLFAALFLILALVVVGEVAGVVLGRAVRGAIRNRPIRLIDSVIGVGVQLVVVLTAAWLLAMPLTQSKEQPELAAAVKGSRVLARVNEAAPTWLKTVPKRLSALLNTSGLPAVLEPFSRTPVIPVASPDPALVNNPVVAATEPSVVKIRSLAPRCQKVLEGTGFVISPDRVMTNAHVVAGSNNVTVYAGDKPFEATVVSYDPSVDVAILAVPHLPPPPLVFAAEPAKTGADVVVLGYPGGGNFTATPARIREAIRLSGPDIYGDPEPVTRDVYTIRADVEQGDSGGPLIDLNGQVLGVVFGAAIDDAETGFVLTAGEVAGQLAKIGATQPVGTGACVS
# PrPC surface inh: inhibitors of human cell surface prion protein PrPC; actives 0.43% (n = 370,000); inhibition, % at 13.8 µM; TR-FRET read-out; in the data active means inhibition above about 24%; further: 0% = median of the test wells and 100% = reference compound wells
# BoNT-F LC inh: inhibitors of Botulinum neurotoxin F light chain protease. Multiplex microsphere protease cleavage assay, flow cytometry. inhibition, % at 10 µM. actives 0.22% (n = 360,000). AID 588497; in the data active means inhibition above about 35%, passing the limit was not always enough; inconclusive means no clear call, values can overlap the other calls; further: plate controls were buffer without enzyme for full effect and enzyme alone for no effect
# Mtb BioA inh: inhibitors of Mycobacterium tuberculosis BioA enzyme; purified M. tuberculosis BioA enzyme, plate reader; inhibition, % at 9.99 µM; AID 602481; actives 0.096% (n = 360,000); in the data active means inhibition above about 40%; inconclusive means no clear call, values can overlap the other calls
# MazF activator: activators of E. coli MazEF toxin-antitoxin RNase. activation, % at 20 µM. P0AE70. FAM/BHQ RNA-DNA oligo cleavage fluorescence, 5 h. actives 0.32% (n = 350,000); in the data active means activation above about 50%
# Target sequence (P0AE70 whole entry, looked up): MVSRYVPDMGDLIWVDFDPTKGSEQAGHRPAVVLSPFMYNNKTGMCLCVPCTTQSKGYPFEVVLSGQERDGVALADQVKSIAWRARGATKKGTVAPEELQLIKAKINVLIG
# Active calls of the source: *; i = inactive; u = inconclusive; x = no result given; & = joins results of further samples.
compound	Mtb FBA inh	UGM FP inh	GDH-TPI counter	FadD28 FP inh	Rv3671c protease	PrPC surface inh	BoNT-F LC inh	Mtb BioA inh	MazF activator
c1ccc2c(C3=NNC(=NC4CC4)SC3)c[nH]c2c1	3	3.0	27	-1.4	4	-3	-10	1.5	4
CCOc1ccc(CN=C(N)N=C(N)N)cc1Cl	8	-1.5	0	0.2	9	2	-3	1.4	4
Oc1ccc(Cl)cc1Cc1ccccc1	0	x	3	-8.0	x	-1	-3	3.8	4
CCCCCCCCOC(=O)c1nc(Cl)c(Cl)c(N)c1Cl	0	1.7	4	-0.7	-23	2	-3	4.1	-11
Cc1nonc1C(=O)N1CCCC(Nc2ccc(C(C)C)cc2)C1 (stereo not given)	1	2.2	7	1.0	-1	6	-6	1.5	0
COc1ccc(N(CC(=O)NCCC2=CCCCC2)S(=O)(=O)c2ccc(C)cc2)cc1OC	-3	-2.7	-14	-5.0	-1	4	-2	x	5
CCOC(=O)C(NCCCO)c1ccccc1 (stereo not given)	1	-2.5	4	-1.5	-4	-4	4	x	10
O=C(Cn1ncc2c([nH]c3ccccc32)c1=O)N1CCc2ccccc2C1	1	2.6	5	-0.8	-15	2	5	-0.5	8
CCOC(=O)Cc1csc(SCn2nnc3ccccc3c2=O)n1	-3	3.6	-6	-0.5	7	0	3	x	1
O=C(CSc1ccccc1F)NNC(=O)c1ccncc1	-1	-0.1	7	-2.5	-3	5	-7	0.0	6
CC(=O)OC1CCC(OC(C)=O)c2c1n([O-])c(C)c(C)[n+]2=O (stereo not given)	-2	-0.6	-1	-3.4	-6	-5	4	0.4	0
O=S(=O)(c1ccc(Br)s1)N1CCN(c2ncccn2)CC1	3	-1.1	4	-1.3	-6	-5	3	-7.4	-12

compound	Mtb FBA inh	UGM FP inh	GDH-TPI counter	FadD28 FP inh	Rv3671c protease	PrPC surface inh	BoNT-F LC inh	Mtb BioA inh	MazF activator
CC(NC(=O)[C@H](C)NC(=O)c1ccco1)c1ccc(S(N)(=O)=O)cc1 (stereo not given in full)	-1	-0.7	-5	0.4	3	-2	-6	-0.9	1
COc1ccccc1N1CCN(C2CCCCC2NS(=O)(=O)c2ccc(Cl)cc2)CC1 (stereo not given)	0	2.3	1	-1.9	2	x	3	-1.3	-15
CN(CCO)CC(O)CN(c1ccccc1)c1ccccc1 (stereo not given)	7	0.6	3	-1.0	7	-6	-7	x	2
COc1cc(/C=N/n2cnnc2)ccc1OS(=O)(=O)c1ccccc1[N+](=O)[O-]	-2	0.2	12	-9.3	-6	-4	1	1.5	-3
Cc1nc(SCC#N)c2c(C)c(C)sc2n1	-13	-0.7	-12	-4.9	-5	6	-6	x	-3
Clc1ccc(-c2noc3c2-c2nc(Cc4cccc5ccccc45)sc2CC3)cc1	1	-1.6	3	-0.6	-5	1	3	-1.0	5
COc1cc(NC(=O)C2CCC(CNc3c(N4CCC(C)CC4)c(=O)c3=O)CC2)cc(OC)c1 (stereo not given)	-3&2	2.1	10&11	-2.6&-0.9	-1	6&6	-14&-8	-0.6	5&4
C/C(CC(C)C)=N/Nc1ccc([N+](=O)[O-])cc1[N+](=O)[O-]	-4	-2.2	6	-3.7	4	-1	x	0.9	-4
COC(=O)c1nc2n(n1)C(c1ccccc1OC)C1=C(CCCC1=O)N2 (stereo not given)	0	-0.2	8	-1.1	-4	0	8	-2.4	4
CN(C)c1ccnc(-n2cccc2/C=N/OCc2cccc(F)c2)c1C#N	-1	0.5	14	-2.6	3	-7	11	-0.4	-2
Cc1c(CN2CCC(CO)(CC3CCCCO3)CC2)cnn1C (stereo not given)	-1	-0.7	8	-0.3	4	-3	3	x	10
COC(=O)c1ccccc1S(=O)(=O)N1CCC(C(=O)NC2CCCCC2)CC1	-2	1.7	12	-2.3	-5	6	-11	-1.0	7

# The closing two entries of the section above lead into the next.
compound	Mtb FBA inh	UGM FP inh	GDH-TPI counter	FadD28 FP inh	Rv3671c protease	PrPC surface inh	BoNT-F LC inh	Mtb BioA inh	MazF activator
Cc1c(CN2CCC(CO)(CC3CCCCO3)CC2)cnn1C (stereo not given)	-1	-0.7	8	-0.3	4	-3	3	x	10
COC(=O)c1ccccc1S(=O)(=O)N1CCC(C(=O)NC2CCCCC2)CC1	-2	1.7	12	-2.3	-5	6	-11	-1.0	7
O=C(C[C@@H]1C[C@H]2c3cc(NC(=O)NC4CCCCC4)ccc3O[C@H]2[C@H](CO)O1)NC1CCCCC1	1	x	-4	-2.1	x	-3	-9	-1.1	-4
O=C(Nc1ccon1)c1cccc(S(=O)(=O)N2CCCCC2)c1	6	0.7	4	-2.4	7	1	5	x	-4
Cn1ncc(Cl)c1C(=O)N1CCOCC1	0	0.4	2	-1.2	-3	0	-5	x	2
O=C(NC1CCCCC1)c1ccc(N2CCOCC2)c([N+](=O)[O-])c1	-1	0.7	7	-0.6	-5	-31	-14	0.0	8
CS(=O)(=O)c1ccc2nc(NC(=O)CN3CCN(Cc4ccccc4)CC3)sc2c1	-7	-2.7	5	-3.2	-10	-4	-4	x	-7
O=C(COc1ccc(-c2nnco2)cc1)NC1CCS(=O)(=O)C1 (stereo not given)	-2	0.9	1	-2.4	-10	6	-8	11	-14
CC1(C)CCSC(/C=C/c2ccccc2)=N1	-6	x	15	-1.7	x	18	26	-1.5	-4
COc1ccc(C2C(C#N)=C(N)Oc3cc(O)ccc32)cc1 (stereo not given)	1	x	8	0.0	x	-2	u	-0.7	-7
COc1ccc2cc(C(=O)C3CCCN(C(=O)c4cc(=O)n(C)c(=O)n4C)C3)ccc2c1 (stereo not given)	125*	2.4	12	-2.5	-1	-13	6	0.0	6
O=C(CCn1c(=O)oc2ccccc21)NCCCN1CCCC1=O	1	-2.6	-5	-0.3	7	-8	-4	-2.2	9
CCc1nn(CC(=O)NCCCN2CCc3ccccc3C2)c(=O)c2cc3sccc3n12	1	-6.3	7	-1.9	0	-5	-5	10	14
CC(C)CSC1=NSC2=NC(=O)/C(=C\c3coc4ccccc4c3=O)C(=N)N12	12	-12	5	14*	-17	10	-4	x	i

compound	Mtb FBA inh	UGM FP inh	GDH-TPI counter	FadD28 FP inh	Rv3671c protease	PrPC surface inh	BoNT-F LC inh	Mtb BioA inh	MazF activator
CN(C)S(=O)(=O)c1ccc(Cl)c(NC(=O)COC(=O)/C=C/c2cnc3ccccc3n2)c1	4	1.4	5	-0.8	4	-8	-6	-1.6	-77
CCN(CC)CC#CCC(O)(c1ccccc1)C1CCCC1 (stereo not given)	2	-0.2	8	-2.7	-3	-3	11	4.4	7
Cc1cccc(C)c1NC(=O)COC(=O)CCc1c[nH]c2ccccc12	2	-0.2	-1	-0.5	-6	-8	2	x	4
C/C(NCC(C)(C)CN(C)C)=C(/C#N)C(=O)NCc1ccccc1	0	-0.4	-8	-2.6	1	-11	1	-0.7	4
CCOC(=O)c1ccc(Oc2coc3cc(O)ccc3c2=O)cc1	28*	4.0	7	-0.7	-8	9	u	x	-2
O=C(COc1ccccc1)Nc1cccc(-c2nc3ccccc3[nH]2)c1	5	-0.1	2	-2.6	-81	11	-3	4.7	7
COc1ccc2c(CC(=O)OCC(=O)c3ccccc3OC)coc2c1	1	0.9	-3	-1.7	-10	9	0	-0.5	-7
CCCCOc1ccc(C(=O)Oc2cccnc2)cc1	-3	1.6	-2	-0.8	1	0	-17	x	1
CN(C)/C=C/C(=O)c1ccc(N2CCN(c3ncc(C(F)(F)F)cc3Cl)CC2)cc1	2	1.2	40*	0.4	-2	-2	8	-3.9	-29
CC(=NCCCN1CCCCC1)c1c(O)n(Cc2ccccc2)c(=O)[nH]c1=O	-3	1.1	7	-1.4	-1	-1	13	x	-21
CCOC(=O)N1CCN(S(=O)(=O)c2ccc(C)cc2)C1c1ccccc1 (stereo not given)	1	-1.5	0	-3.4	3	-1	-5	0.1	8
O=C(O)c1cc(S(=O)(=O)N2CCN(C(=O)c3ccco3)CC2)c(Cl)cc1Cl	3	-2.6	4	3.5	4	3	0	-1.9	-14

compound	Mtb FBA inh	UGM FP inh	GDH-TPI counter	FadD28 FP inh	Rv3671c protease	PrPC surface inh	BoNT-F LC inh	Mtb BioA inh	MazF activator
Cc1ccc(S(=O)(=O)Nc2cc(C)nn2-c2ccccc2)cc1	4	2.5	10	2.1	2	-3	3	-0.7	1
O=C(O)c1cc(S(=O)(=O)N2CCOCC2)ccc1N1CCOCC1	3	-2.9	0	-0.4	-9	1	x	-0.4	2
CCNC(=O)CN1C(=O)NC2(CCOc3ccccc32)C1=O (stereo not given)	-4	-3.4	1	-4.1	-1	-1	2	-0.7	5
O=C(O/N=C(\c1ccccc1)c1ccncc1)c1ccccc1F	-5	2.5	1	-3.8	8	5	-6	x	-5
CSc1nc(-c2ccccc2)nn1C(=O)c1ccc(C)cc1	3	-5.3	2	-4.1	3	0	5	-0.6	-2
Cc1cc(Cl)ccc1Oc1ccccc1C(=O)CC#N	0	-1.0	6	0.0	-19	-5	-5	x	1

# Individual results from the entries so far:
# For FadD28 FP inh, `CCOC(=O)C(NCCCO)c1ccccc1` (stereo not given) shows -1.5
# For Rv3671c protease, `Cc1cc(Cl)ccc1Oc1ccccc1C(=O)CC#N` shows -19
# For UGM FP inh, `C/C(NCC(C)(C)CN(C)C)=C(/C#N)C(=O)NCc1ccccc1` shows -0.4

# Record cards, from the list above.
# Entry for Cc1cc(Cl)ccc1Oc1ccccc1C(=O)CC#N → Mtb FBA inh: 0; UGM FP inh: -1.0; GDH-TPI counter: 6; FadD28 FP inh: 0.0; Rv3671c protease: -19; PrPC surface inh: -5; BoNT-F LC inh: -5; Mtb BioA inh: x; MazF activator: 1
# Entry for CCNC(=O)CN1C(=O)NC2(CCOc3ccccc32)C1=O (stereo not given) → Mtb FBA inh: -4; UGM FP inh: -3.4; GDH-TPI counter: 1; FadD28 FP inh: -4.1; Rv3671c protease: -1; PrPC surface inh: -1; BoNT-F LC inh: 2; Mtb BioA inh: -0.7; MazF activator: 5
